# Screening results deposited in PubChem by several laboratories.
# GlmU inhibition – inhibition of mycobacterial GlmU enzyme – biochemical, glucosamine-1-phosphate acetyltransferase (AID 1376); Bifunctional protein GlmU (Mycobacterium tuberculosis (strain ATCC 25618 / H37Rv)); M. tuberculosis GlmU acetyltransferase enzyme assay; higher % means a stronger effect; one-dose inhibition, %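 (tested at 30 µM in the primary screen)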; IC50 in µM for titrated hits; 220,000 tested, 0.25% active; in the data active = inhibition above about 13%; inconclusive = no clear call, values can overlap the other calls;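 note: 0% = complete reaction with vehicle and 100% = reaction without substrate; strong numbers were not always called active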
# RmlCD inh 1536 – M. tuberculosis RmlC/RmlD coupled enzyme inhibitors, primary screen, biochemical, compound mixtures, 384-well, from 1536-well plates | inhibition, % at 3.6 µM | 160,000 tested, 0.03% active | dTDP-4-dehydrorhamnose reductase (Mycobacterium tuberculosis (strain ATCC 25618 / H37Rv)) … | RmlC+RmlD coupled enzyme assay, percent inhibition; primary screen in compound mixtures; in the data active = inhibition mostly above about 34%, no sharp cut-off; inconclusive = no clear call, values can overlap the other calls; inactive = mostly below about 22%; note: some results filed as inactive read as strong as hits
# Target sequence (P9WH09 whole entry, looked up): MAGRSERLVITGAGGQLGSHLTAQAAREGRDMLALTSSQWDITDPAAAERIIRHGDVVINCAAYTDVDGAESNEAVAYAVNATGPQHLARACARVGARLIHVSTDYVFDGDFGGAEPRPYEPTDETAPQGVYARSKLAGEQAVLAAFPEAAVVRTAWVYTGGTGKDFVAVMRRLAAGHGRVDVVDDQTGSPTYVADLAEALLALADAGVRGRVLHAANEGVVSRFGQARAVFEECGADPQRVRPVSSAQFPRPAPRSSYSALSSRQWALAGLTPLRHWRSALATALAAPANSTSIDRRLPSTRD
# Target sequence (P9WH11 whole entry, looked up): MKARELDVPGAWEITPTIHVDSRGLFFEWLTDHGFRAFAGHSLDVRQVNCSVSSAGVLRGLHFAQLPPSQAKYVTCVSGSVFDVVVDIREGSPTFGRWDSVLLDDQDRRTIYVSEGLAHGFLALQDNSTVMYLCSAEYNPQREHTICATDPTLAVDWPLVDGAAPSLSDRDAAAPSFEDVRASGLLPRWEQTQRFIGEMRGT
# Starred values were filed as active, the others as inactive; ? = inconclusive; . = not tested or not shown.
1	CCOc1cc(CNn2cnnc2SCC(=O)NC(C)(C)C)ccc1OCC(=O)NC(C)(C)C
2	CSc1ccccc1NC(=O)COC(=O)c1c[nH]c(=O)[nH]c1=O
3	O=C(NCc1ccccc1)/C(NC(=O)c1ccccc1)=C(/Sc1ccccn1)c1ccccc1
4	COc1ccc(Cn2c(=O)cc(C)[nH]c2=S)cc1
5	O=C(Nc1ccccc1)c1ccc(NCc2ccco2)c(S(=O)(=O)N2CCOCC2)c1
6	O=C(O)CSc1ncnc2scc(-c3ccccc3)c12
7	O=C(O)/C(=C\c1cn(-c2ccccc2)nc1-c1cccnc1)NC(=O)c1ccccc1
8	C=C(C)c1cccc(C(C)(C)NC(=O)NCC2COCCO2)c1 (stereo not drawn)

Screen / compound no.	1	2	3	4	5	6	7	8
GlmU inhibition	-2.8%	-0.8%	5.6%	-0.3%	1.2%	2.2%	-0.7%	3.9%
RmlCD inh 1536	-9.4	-9.8	.	.	.	5.3	.	-2.9

# Shown bar-delimited: entries from further up
cpd | SMILES | GlmU inhibition | RmlCD inh 1536
5 | O=C(Nc1ccccc1)c1ccc(NCc2ccco2)c(S(=O)(=O)N2CCOCC2)c1 | 1.2% | .
6 | O=C(O)CSc1ncnc2scc(-c3ccccc3)c12 | 2.2% | 5.3
7 | O=C(O)/C(=C\c1cn(-c2ccccc2)nc1-c1cccnc1)NC(=O)c1ccccc1 | -0.7% | .
8 | C=C(C)c1cccc(C(C)(C)NC(=O)NCC2COCCO2)c1 (stereo not drawn) | 3.9% | -2.9

# (further entries)
9	CCOC(=O)c1c(CSC(=N)N)n(-c2ccccc2)c2cc(Br)c(OC(C)=O)cc12
10	Cc1nc2nc(C)c(CCC(=O)N3CCOCC3)c(C)n2n1
11	CCCN(CC(=O)Nc1cc(Cl)cc(Cl)c1)CC(=O)Nc1ccc(F)c(F)c1F
12	O=C(N/N=C/c1cccc(Cl)c1)c1c(O)c2c([nH]c1=O)CCCC2
13	CCc1ccc(NC(=O)c2cc(Br)ccc2Br)cc1
14	CCC(=O)NCCCCCCNC(=O)CC
15	O=C(Nc1cc(C(F)(F)F)ccc1Cl)C(Sc1nnc(-c2cccs2)o1)c1ccccc1 (stereo not drawn)
16	CCOC(=O)C(C)Sc1nnc(CNC(=O)c2ccc(OC)cc2)n1C1CCCCC1 (stereo not drawn)

Screen / compound no.	9	10	11	12	13	14	15	16
GlmU inhibition	-4.2%	-3.6%	1.8%	-1.4%	-2.8%	-0.5%	-2.9%	1.3%
RmlCD inh 1536	4.8	8.2	.	2.8	.	1.6	-13.2	.

17	O=C(NCCn1ccc2ccccc21)c1ccc(S(=O)(=O)N2CCCCC2)cc1
18	Cc1ccc(S(=O)(=O)NC(=O)NC(=O)N(C)S(=O)(=O)c2ccc(C)cc2)cc1
19	CCOc1ccccc1NC(=S)Nc1ncccc1C
20	CCOC(=O)c1cccc(NS(=O)(=O)Cc2ccccc2)c1
21	COc1cccc(NC(=O)CSc2nc(C)cs2)c1
22	O=C1C(=O)N(c2ccccc2)c2ccccc21
23	COC(=O)N/N=C/c1cc([N+](=O)[O-])cc(Br)c1O
24	O=C(CN1CCN(S(=O)(=O)c2ccccc2)CC1)NC(=O)NCc1ccccc1

Screen / compound no.	17	18	19	20	21	22	23	24
GlmU inhibition	0.3%	-4.8%	0.3%	2.2%	0.1%	-3.2%	7.0%	3.5%
RmlCD inh 1536	-4.2	-5.2	0.6	-15.4	9.2	.	8.9	.

25	CC(C)N1CCN(Cc2ccc(-c3ccccc3Cl)o2)CC1CCO (stereo not drawn)
26	CCCc1nc2oc3c(=O)[nH]cnc3c2c2c1COC(C)(C)C2
27	O=C(NC1CC1)C(=O)c1c(-c2ccccc2)[nH]c2ccccc12
28	CC1CCCC(C)N1C(=O)c1cccc2c1-c1ccccc1/C2=N/O (stereo not drawn)
29	Cn1nc(C(F)(F)F)c(CO)c1Sc1ccc(F)cc1
30	Cc1cc(C)cc(NC(=O)N2CCN(S(C)(=O)=O)CC2)c1
31	CC1Cc2nc(SCC(=O)N3CCN(c4ccccc4)CC3)n(CCc3ccccc3)c(=O)c2S1 (stereo not drawn)
32	O=C1CCC(C(=O)N2CCC(CO)(Cc3ccc(Cl)cc3)CC2)=NN1

Screen / compound no.	25	26	27	28	29	30	31	32
GlmU inhibition	0.4%	3.1%	-4.7%	0.4%	-6.7%	-3.9%	0.8%	30.3%
RmlCD inh 1536	2.6	-9.4	.	.	36.6	2.2	7.5	-13.4

33	O=c1[nH][nH]c(C(F)(F)F)c1C=Nc1ccccc1
34	CN1C(=O)/C(=C/c2ccc(-c3ccccc3[N+](=O)[O-])o2)SC1=Nc1ccc(Cl)c(C(=O)O)c1
35	CCOC(=O)C1=C(C)NC(C)=C(C(=O)OCC)C1c1ccccc1/C=C/C(=O)OC(C)(C)C
36	CC1CCC(NC(=O)c2ccc3c(c2)S(=O)(=O)c2ccccc2C3=O)CC1 (stereo not drawn)
37	CCOC(=O)C1=C(C)NC2=C(C(=O)CCC2)C1c1ccsc1 (stereo not drawn)
38	COc1ccc(S(=O)(=O)N(Cc2ccccc2)c2ccccc2C(=O)Nc2ccccc2C(=O)NCc2ccco2)cc1
39	O=C(O)c1ccc2c(c1)C(=O)N(N1C(=O)c3ccccc3C1=O)C2=O
40	Cc1cc(SCC(=O)NCCC2=CCCCC2)nc2ccccc12

Screen / compound no.	33	34	35	36	37	38	39	40
GlmU inhibition	2.9%	11.4%	2.8%	2.2%	3.1%	-4.4%	1.8%	-7.7%
RmlCD inh 1536	-3.0	8.0	.	.	-6.5	6.2	-0.9	.

# Another view of 5 compounds above.
item | SMILES | GlmU inhibition | RmlCD inh 1536
39 | O=C(O)c1ccc2c(c1)C(=O)N(N1C(=O)c3ccccc3C1=O)C2=O | 1.8% | -0.9
37 | CCOC(=O)C1=C(C)NC2=C(C(=O)CCC2)C1c1ccsc1 (stereo not drawn) | 3.1% | -6.5
34 | CN1C(=O)/C(=C/c2ccc(-c3ccccc3[N+](=O)[O-])o2)SC1=Nc1ccc(Cl)c(C(=O)O)c1 | 11.4% | 8.0
35 | CCOC(=O)C1=C(C)NC(C)=C(C(=O)OCC)C1c1ccccc1/C=C/C(=O)OC(C)(C)C | 2.8% | .
33 | O=c1[nH][nH]c(C(F)(F)F)c1C=Nc1ccccc1 | 2.9% | -3.0

# More compounds.
41	CCCCCC1CC(=O)C=C(C)C1C(=O)OC (stereo not drawn)
42	CCOC(=O)c1ccccc1NC(=O)CSc1ccccc1
43	S=c1nc[nH]c2c1[nH]c1ccc(Cl)cc12
44	O=C(N/N=C/c1cccs1)c1cnccn1
45	O=C(NCc1ccc2c(c1)OCO2)c1ccc(CS(=O)(=O)c2cccc(C(F)(F)F)c2)o1
46	CC(C)(CSc1nncn1N)NS(=O)(=O)c1ccc(Cl)cc1
47	Cc1nnc(SCC(=O)NCc2cccs2)n1-c1ccccc1
48	COc1ccc(CN(C)CC(=O)Nc2sc3c(c2C#N)CCC3)cc1OC

Screen / compound no.	41	42	43	44	45	46	47	48
GlmU inhibition	.	2.2%	0.5%	-0.8%	.	-6.1%	4.2%	-2.1%
RmlCD inh 1536	-10.7	.	.	4.8	0.1	3.7	.	-1.0

49	COc1ccc(N2CCN(CC(=O)Nc3cc(C)on3)CC2)cc1
50	Cc1ccc(C)c(SCc2nc3sc(C(=O)O)c(C)c3c(=O)[nH]2)c1
51	N#Cc1c(SCC(N)=O)nc2c(c1-c1ccncc1)CCCC2
52	Cc1cc(C(=O)CSc2nc3ccccc3c(=O)[nH]2)c(C)n1CC1CCCO1 (stereo not drawn)
53	O=C(COC(=O)c1cccs1)Nc1cc(S(=O)(=O)N2CCOCC2)ccc1Cl
54	CC1CC(C)CN(C(=O)C2CCCN(S(=O)(=O)c3cccc4nonc34)C2)C1 (stereo not drawn)
55	CC(=O)c1ccc2noc(-c3ccc(C)cc3)c2c1
56	CCCc1nnc(NC(=O)CCC(=O)N2CCN(c3nc(C)cc(C)n3)CC2)s1

Screen / compound no.	49	50	51	52	53	54	55	56
GlmU inhibition	2.3%	-0.5%	0.8%	-1.4%	-4.4%	1.7%	-2.5%	5.3%
RmlCD inh 1536	.	.	-13.2	-4.0	0.9	12.5	4.2	?

# A few values from the entries so far:
# compound 21 in RmlCD inh 1536 = 9.2
# compound 44 in GlmU inhibition = -0.8%
# compound 33 in GlmU inhibition = 2.9%

# Carrying on.
57	O=C(OCc1ccc(COC(=O)c2cccnc2Cl)cc1)c1cccnc1Cl
58	Cc1csc(NC(=O)c2ccc(C)c(S(=O)(=O)N3CCOCC3)c2)n1
59	COc1ccc(N(C(C)C(=O)N/N=C/c2ccc(OCC(C)C)cc2)S(C)(=O)=O)cc1 (stereo not drawn)
60	CCCCN(CCCC)Cc1ccc(C(=O)NNC(=O)Nc2ccccc2)o1
61	Cc1cccc(NC(=O)c2cc([N+](=O)[O-])ccc2NC2CCCCC2)c1
62	COc1ccc(CCNC(=O)CN(c2ccc(C)cc2)S(=O)(=O)c2c(C)noc2C)cc1OC
63	CCN(CC)S(=O)(=O)c1ccc(O)c(NS(=O)(=O)c2ccccc2F)c1
64	CCCOc1ccc(S(=O)(=O)NCCCN2CCOCC2)c2ccccc12

Screen / compound no.	57	58	59	60	61	62	63	64
GlmU inhibition	-10.2%	0.6%	4.2%	-0.8%	-2.2%	2.1%	-0.2%	-0.3%
RmlCD inh 1536	7.3	4.5	.	3.2	.	3.3	.	-11.1

65	CCOC(=O)N1CCN(C(=O)c2oc(=O)c3ccccc3c2-c2ccc(C)cc2)CC1
66	Cc1ccccc1NC(=O)C1CCN(C2=NS(=O)(=O)c3ccccc32)CC1
67	Cc1ccc(-c2nc3ncccc3o2)cc1NC(=O)c1cccnc1
68	c1csc(CN2CCNCC2)c1
69	O=C(CCn1nnc2ccccc21)NNC(=O)C1CCCCC1
70	Cc1ccc[n+](CC(=O)N2CCCCC2)c1C
71	Cc1cc(Sc2nc(NC(C)C)nc(NC(C)C)n2)nc(Cl)n1
72	CCCC(=O)Nc1nnc(-c2ccco2)s1

Screen / compound no.	65	66	67	68	69	70	71	72
GlmU inhibition	-2.8%	-4.8%	2.1%	1.7%	4.3%	0.5%	3.7%	0.4%
RmlCD inh 1536	6.4	-11.2	5.2	-4.8	-56.7	-7.3	6.8	.

73	O=C(Cc1ccc([N+](=O)[O-])cc1)NCC1CCCO1 (stereo not drawn)
74	COCCCNC(=S)N/N=C/c1ccccc1O
75	COc1ccc(/C(C)=N\NS(C)(=O)=O)c(OC)c1
76	COc1cc(NC(=O)Cn2ncc(Cl)c(Cl)c2=O)c(C)cc1[N+](=O)[O-]
77	CCN1CCN(c2c(Cl)cccc2NC(=O)c2ccc3c(c2)OCCO3)CC1
78	NC1=NN=C(N2N=C(c3ccccc3)CC2(O)C(F)(F)F)n2ncnc2C1 (stereo not drawn)
79	Cc1ccc(/C(O)=C2\C(=O)C(=O)N(CC(C)O)C2c2ccccn2)cc1 (stereo not drawn)
80	CCOC(=O)c1c(NC(=O)CSc2nnc(C)s2)sc2c1CCC(CC)C2 (stereo not drawn)

Screen / compound no.	73	74	75	76	77	78	79	80
GlmU inhibition	-0.7%	-3.6%	4.7%	-4.3%	-5.6%	2.7%	-0.8%	4.8%
RmlCD inh 1536	-7.4	-9.1	-7.6	-17.6	10.7	8.5	3.1	.

81	NC(=O)Cc1ccc2sc(-c3ccccc3)nc2c1
82	O=C(Nc1ccccc1)c1nc2ccccc2s1
83	COc1ccc(NS(=O)(=O)c2ccc(N3CCOCC3)c(NC(=O)c3ccccc3Br)c2)cc1
84	COc1cc(OC)cc(C2=NCCN2)c1
85	Cc1ccc(-c2nn(CC(=O)NCc3ccco3)c(=O)c3ccccc23)cc1
86	CC1(C)C2CCC1(C)C(OC(=O)C[n+]1ccccc1N)C2 (stereo not drawn)
87	CCN(CC)S(=O)(=O)c1ccc(OC)c(NC(=O)COc2ccc3c(C)cc(=O)oc3c2)c1
88	CCCOc1ccc(/C(O)=C2/C(=O)C(=O)N(CCCn3ccnc3)C2c2ccc(C)o2)cc1 (stereo not drawn)

Screen / compound no.	81	82	83	84	85	86	87	88
GlmU inhibition	-4.9%	-5.0%	-0.8%	-2.2%	-2.3%	5.9%	0.3%	3.0%
RmlCD inh 1536	-0.8	0.7	-4.9	9.8	5.2	12.3	-10.7	-1.8

89	COc1ccc(C(=O)Nc2nc(C)cs2)cc1S(=O)(=O)N1CCCC1
90	COc1ccc(CNc2nc3c(c(=O)[nH]c(=O)n3C)n2Cc2ccccc2C)cc1
91	CC(Oc1ccc(Cl)cc1Cl)C(=O)NC(=S)N1CCc2ccccc21 (stereo not drawn)
92	O=C(CSc1nc2ccccc2o1)c1cc2ccccc2oc1=O

Screen / compound no.	89	90	91	92
GlmU inhibition	-6.5%	1.9%	-2.1%	5.5%
RmlCD inh 1536	-12.7	14.6	9.3	-1.4

# Some of the compounds tested (hit frequency here may not be typical).
